Compound activity as filed in PubChem BioAssay.
FEN1 inhibitor: inhibitors of human flap endonuclease 1; P39748; Recombinant FEN1 flap cleavage, fluorescence, 15 min; Potency, µM (top dose mostly 114 µM), inactives show at the highest dose activity change, negative = inhibition, usual class: inhibitors; 0.35% of 390,000 active; also: nearly all actives have a fitted effect of over 65% in size
Target sequence (P39748 whole entry, looked up): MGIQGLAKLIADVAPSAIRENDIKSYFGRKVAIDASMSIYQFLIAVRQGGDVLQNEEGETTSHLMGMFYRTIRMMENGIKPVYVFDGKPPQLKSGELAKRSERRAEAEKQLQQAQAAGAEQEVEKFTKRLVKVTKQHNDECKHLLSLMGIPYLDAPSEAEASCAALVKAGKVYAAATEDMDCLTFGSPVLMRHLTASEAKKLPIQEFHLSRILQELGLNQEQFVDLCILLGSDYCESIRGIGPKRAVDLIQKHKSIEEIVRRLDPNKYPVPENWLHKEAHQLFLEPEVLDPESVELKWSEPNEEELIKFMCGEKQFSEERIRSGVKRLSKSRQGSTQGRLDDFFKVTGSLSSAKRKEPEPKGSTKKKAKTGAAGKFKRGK
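Recombinant FEN1 (10 nM) was preincubated with pin-transferred compounds for 15 min at room temperature, then flap DNA substrate (50 nM final) was added. Plates were read at 0 and 15 min, and normalized concentration–response data were fitted to a four-parameter Hill equation.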
N370S GC: inhibitors or activators of N370S glucocerebrosidase for Gaucher disease | N370S GC spleen homogenate, 4MU-glucoside fluorescence | Potency, µM (titrated, usually from 59.4 µM), without a hit: top-dose activity change, negative = inhibition, actives largely listed as inhibitors | AID 2101 | 0.092% of 330,000 active;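 also: 0% = full enzyme activity and -100% = no enzyme basal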
KAT2A inh: GCN5L2 (KAT2A) acetyltransferase inhibition. Q92830. GCN5L2 HAT assay, ThioGlo1 CoA-SH fluorescence. Potency, µM (doses to about 58.9 µM), for the others: top-dose activity change, negative = inhibition, hits mostly inhibitors. 0.21% of 390,000 active
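qHTS, 1536-well. 20nM enzyme, pH 7.5 HEPES/EDTA/Tween-20 buffer; 15 min compound preinc., RT. Start: 75uM H3(1-25), 70uM AcCoA, 50uM ThioGlo1. Read Ex340/Em540 at t=0 (autofluorescence flag) and t=20 min.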
Starred values were filed as active, the others as inactive; ? = inconclusive; / = not tested or not shown; & = joins results of further samples; [ ] = dose if it differs, or a comment. Calls follow the shape of the dose curve; as a rule, active = well fitted curve in the direction sought with a large enough effect; inconclusive = small, poorly fitted or top-dose-only effect, or another doubt; inactive = no such curve, though single readings can be large; an effect the other way counts as inactive or inconclusive. Unless noted, % is scaled to controls: 0 for no effect and ±100 for the full control effect; potency is read from the fitted curve at half-maximal effect.

SMILES | FEN1 inhibitor | N370S GC | KAT2A inh
O=C(O)c1cc(NCc2c(F)cccc2Cl)ccc1N1CCOCC1 | -2% | 24% | -2%
COCCNC(=O)c1onc(CS(=O)(=O)c2cc(C)cc(C)c2)c1C(=O)NCCOC | -5% | -3% | -10%
O=C(NCCNC(=O)c1cc(OCC(F)(F)F)ccc1OCC(F)(F)F)Nc1ccc(Cl)cc1 | -3% | -3% | 1%
COc1ccc(NS(=O)(=O)c2cn(C)c(=O)n(C)c2=O)cc1 | -6% | -4% | -10%
CCC(C)N(C)Cc1cccc(C2(O)CCN(S(=O)(=O)c3ccc(F)c(C)c3)CC2)c1 (stereo not given) | 0% | -7% | 1%
Cc1cc(NC(=O)c2cnn3c(C(F)F)cc(-c4ccccc4)nc23)no1 | 8% | 19% | -4%
Cc1cccc(NC(=O)C2C3C=CC(O3)C2C(=O)O)c1 (stereo not given) | / | 0% | -14%
Cc1c(C(=O)O)oc2ccc(S(=O)(=O)NCc3ccccc3)cc12 | -2% | -2% | -2%
O=C(CCc1nnc(CCCCc2ccccc2)o1)NCCN1CCOC1=O | 4% | 10% | 1%
O=C(NC1CCCCC1)c1cc(-c2ccco2)on1 | -3% | -3% | 1%
CCC(=O)Nc1nnc(S(=O)(=O)N(C)Cc2ccc(Cl)cc2)s1 | -2% | / | -3%
CCOC(=O)c1oc2ccccc2c1CN1CC(C)OC(C)C1 (stereo not given) | -5% | -11% | 0%
COc1ccc(C(=O)NCCSc2ccccn2)cc1 | 3% | 4% | 0%
Cc1ccc(C(=O)N2CCCCCC2)cc1S(=O)(=O)N1CCOCC1 | -9% | 1% | -6%
Cc1ccc(NC(=O)CSc2ncc(S(=O)(=O)c3ccc(C(C)C)cc3)c(=O)[nH]2)cc1C | -13% | / | ?
COc1ccc(C(=O)N2CCC3(CCCN(c4ccccn4)C3)CC2)cc1 | / | -16% | -8%
O=C(O)CCc1ccc(-c2ccccc2)n1CC(=O)Nc1cccc(C(F)(F)F)c1 | -2% | 1% | -2%
CCOC(=O)CC1=C(C(=O)OCC)C(c2cc(OC)c(OC)cc2OC)C(C#N)=C(N)O1 (stereo not given) | -1% | -1% | 1%
COc1ccc2oc(-c3ccc(C)c(NC(=O)c4ccc(N5CCCCC5)c([N+](=O)[O-])c4)c3)nc2c1 | -10% | / | -4%
COC(=O)CNC(=O)CNC(=O)Nc1ccccc1Cl | 3% | 14% | -5%
CNC(=O)CSc1nnc(-c2ccco2)n1-c1cc(C)ccc1C | -1% | 3% | -5%
CCOc1ccc(OCCOCCn2c(-c3ccc(Cl)cc3)nc3ccccc3c2=O)cc1 | -12% | / | -2%
N/C(CCCN1CCCCC1)=N/O | -3% | -1% | -4%
COc1cccc2c1Oc1ncccc1N(C(=O)CCC(=O)NCc1ccc(OC(C)C)cc1)C2 | -12% | / | 0%
CC(C)NC(=O)COC(=O)c1cc(=O)[nH]c2ccccc12 | 17% | 0%[12.8 µM] | ?
NC(=O)C1CCCN(C(=O)c2ccc(S(=O)(=O)N3CCCCCC3)cc2)C1 (stereo not given) | 19% | / | 0%
N#Cc1ccc(-c2cn(-c3ccccc3)c3[n+]2CCCS3)cc1 | -2% | 2% | -10%
CNS(=O)(=O)c1cccc(C(=O)OCC(=O)N2CCc3ccccc3C2)c1 | -5% | -4% | -9%
CC(OC(=O)C1CCCC1)C(=O)Nc1ncc(Cl)cc1Cl (stereo not given) | -10% | / | -8%
Nc1c(C(=O)N/N=C/c2ccc(OCc3ccccc3)cc2)cnn1-c1ccccc1 | 0% | 5% | 9%
CC(C)NC(=O)N1CCC2(CC1)CCN(S(=O)(=O)c1ccccc1)CC2 | / | -1% | 2%
Cc1ccc(OC(=O)c2sc3ncn(C)c(=O)c3c2C)cc1 | 32%[activator] | 2% | -4%
CCn1ncc(/C=C2/SC(=S)NC2=O)c1C | 6% | -3% | -3%
CCN(CC)C(=O)CSc1nc2ccc(NC(=O)CSc3nnc(N)s3)cc2s1 | -16% | -4% | -20%
CN(C(=O)c1oc(=O)c2ccccc2c1-c1ccccc1)c1cccc(Cl)c1 | -26% | / | -15%
CC(O/N=C/c1ccc(OC(F)F)cc1)C(=O)Nc1cccc(S(=O)(=O)N2CCOCC2)c1 (stereo not given) | -1% | -15% | -6%

Quoted at random: 2 entries already listed.
SMILES | FEN1 inhibitor | N370S GC | KAT2A inh
NC(=O)C1CCCN(C(=O)c2ccc(S(=O)(=O)N3CCCCCC3)cc2)C1 (stereo not given) | 19% | / | 0%
CN(C(=O)c1oc(=O)c2ccccc2c1-c1ccccc1)c1cccc(Cl)c1 | -26% | / | -15%

Back to the main list, repeating the 2 entries before the break.
SMILES | FEN1 inhibitor | N370S GC | KAT2A inh
CN(C(=O)c1oc(=O)c2ccccc2c1-c1ccccc1)c1cccc(Cl)c1 | -26% | / | -15%
CC(O/N=C/c1ccc(OC(F)F)cc1)C(=O)Nc1cccc(S(=O)(=O)N2CCOCC2)c1 (stereo not given) | -1% | -15% | -6%
Cc1cc(S(=O)(=O)N(Cc2ccccc2F)C2CC2)ccc1-n1cnnn1 | 7% | -17% | ?
O=C(c1noc2c1CCCCC2)N1CCN(c2cccc(Cl)c2)CC1 | 4% | / | -2%
CCOc1ccc(S(=O)(=O)N2CCOCC2)cc1NC(=O)CN1C(=O)NC(CC)(c2ccccc2)C1=O (stereo not given) | -3% | 0% | 1%
Nc1cc(C(Cl)=C(Cl)Cl)c(S(N)(=O)=O)cc1S(N)(=O)=O | -4% | -2% | -7%
COCc1nc2ccccc2n1Cc1ccccc1Br | 4% | 31% | 1%
O=C(CNC(=O)c1ccco1)NCC(=O)OCc1ccc(Cl)cc1 | -7% | 4% | -1%
COc1ccccc1CNC(=O)CCC(=O)N1Cc2ccccc2Oc2ncccc21 | 10% | / | 3%
COc1ccc(N=C2S/C(=C\c3ccc(C)s3)C(=O)N2CC(C)C)cc1 | 8% | -19% | -6%
O=C(Nc1ccc(OC(F)(F)F)cc1)c1cnc2n(c1=O)CCS2 | -12% | ? | -2%
CCc1nn(CC(=O)N2CCN(c3cccc(C(F)(F)F)c3)CC2)c(=O)c2cc3occc3n12 | -11% | / | 0%
COc1cc(S(=O)(=O)Nc2ncccc2C)c(OC)cc1Cl | 0% | -1% | -3%
OC[C@H]1OC(O)[C@H](O)[C@@H](O)[C@H]1O (stereo not given in full) | -5% | -9%&-11% | -3%&-13%
Cc1ccc(-n2ncc3c2CCCC3NC(=O)c2ocnc2C)cc1C (stereo not given) | -2% | -7% | ?
NC(=O)c1cccc(N=Cc2cc(Cl)cc(Cl)c2O)c1 | 5% | 7% | 5%
COc1ccccc1N/C(=N/S(=O)(=O)c1ccc(C)cc1)c1ccc(Cl)cc1 | -7% | 0% | -18%
Cc1c(Cl)cccc1NC(=S)N(CCN(C)C)C(C)c1ccco1 (stereo not given) | -21% | -2% | 6%
Cc1ccc(-n2nc3ccc(NC(=O)COc4ccccc4)cc3n2)cc1Cl | -5% | / | -1%
O=C(COC(=O)CCSc1ccccc1)Nc1ccccc1Br | -14% | / | -2%
CC(C)C(NC(=O)CNC(=O)OC(C)(C)C)C(=O)NCc1ccc(Cl)cc1 (stereo not given) | -4% | 3% | -6%
Cc1cc(OCC(=O)OCC(=O)NCc2ccc3c(c2)OCO3)ccc1Cl | 0% | / | -4%
COc1cc(OC)c(OC)cc1CN1CCc2nc(N3CCN(c4ccccc4F)CC3)ncc2C1 | -14% | / | -8%
COc1ccc(OCC(=O)N/N=C(\C)c2cccs2)cc1 | -1% | 4% | -4%
CC1CCN(C(=S)c2cn(Cc3cccc(F)c3)c3ccccc23)CC1 | 11% | 32% | -2%
CCOC(=O)Nc1cc(C)ccc1OC | -11% | -4% | 0%

Single records, from the list above. Screens in order: FEN1 inhibitor, N370S GC, KAT2A inh
COc1ccc(OCC(=O)N/N=C(\C)c2cccs2)cc1 in the list: -1%, 4%, -4%
Cc1ccc(-n2nc3ccc(NC(=O)COc4ccccc4)cc3n2)cc1Cl in the list: -5%, /, -1%
Cc1cc(OCC(=O)OCC(=O)NCc2ccc3c(c2)OCO3)ccc1Cl in the list: 0%, /, -4%
CC1CCN(C(=S)c2cn(Cc3cccc(F)c3)c3ccccc23)CC1 in the list: 11%, 32%, -2%
CC(C)C(NC(=O)CNC(=O)OC(C)(C)C)C(=O)NCc1ccc(Cl)cc1 (stereo not given) in the list: -4%, 3%, -6%

Going on with the list:
SMILES | FEN1 inhibitor | N370S GC | KAT2A inh
Nc1cc(N2CCCCCC2)c2nonc2c1[N+](=O)[O-] | 14% | -29% | -16%
Cc1ccc(COn2c(-c3ccc(Cl)cc3)nc3ccc([N+](=O)[O-])cc32)cc1 | -11% | 7% | 3%
COc1ccc(NC(=O)C2C(=O)N(C)C3(C)CC2c2ccccc2O3)cc1 (stereo not given) | -14% | 3% | 0%
S=C(c1ccc(-c2ccccc2Cl)o1)N1CCOCC1 | 7% | -9% | -19%
CCCCCC(O)CCC(=O)NNC1=CC(=O)CC(C)(C)C1 (stereo not given) | 6% | 6% | 3%
CC(C)(C)c1ccc(NC(=S)NCc2cccs2)cc1 | -12% | 25% | 2%
COc1ccc(C(=O)CSc2nccc(=O)[nH]2)cc1 | 3% | -12% | 4%
Cc1ccc(S(=O)(=O)N2CCC(C(=O)NNC(=O)c3ccc(F)cc3)CC2)cc1 | 1% | 1% | -4%
O=C(Nc1ccc2c(c1)OCCO2)c1coc2ccccc2c1=O | 2% | -1% | ?
CCCS(=O)(=O)Nc1ccc2cn[nH]c2c1 | -2% | ? | 10%
Cc1ccc(-c2nnc3n2CCCCC3)cc1 | -2% | 0% | /
Cc1cccc(CN2C(=O)N(c3ccc(C(C)C)cc3)S(=O)(=O)c3ccccc32)c1 | 14% | / | -8%
Cc1cccc(/C=N/c2sc3c(c2C(=O)OC(C)(C)C)CCN(C)C3)c1O | -15% | -9% | 26%
N#C/C(=C\c1cccnc1)C(=O)Nc1ccc(O)cc1F | -6% | -19% | 0%
CCCCCCC(C)n1[nH]c(=O)c2c(C)cc(=O)[nH]c21 (stereo not given) | 3% | 3% | -5%
CCn1ccnc1C(O)c1cccc2ccccc12 (stereo not given) | -9% | 5% | -1%
COCC(=O)N=Nc1c(O)[nH]c2ccccc12 | -1% | 28% | -5%
CCN(CCCNC(=O)CCc1nc(-c2ccc(C)cc2)no1)c1cccc(C)c1 | -14% | -4% | -9%
COc1ccc(N2CCN(CC(=O)Nc3cccc(S(=O)(=O)N4CCOCC4)c3)CC2)cc1 | -3% | 6% | 5%
S=C(NCCc1ccccc1)Nc1c(Cl)cccc1Cl | 1% | -6% | 0%
CNC(=O)CCCN1C(=O)CCn2nc(-c3cn(C)c4ccccc34)cc21 | 12% | / | 5%
O=C1CC(SCc2nc3ccccc3[nH]2)C(=O)N1c1cccc(F)c1 (stereo not given) | 0% | -5% | 1%
S=C(NCc1ccccc1)NC1CCCc2ccccc21 (stereo not given) | -20% | 5% | -4%
c1ccc2c3c([nH]c2c1)CCNC3 | -4% | -12% | 0%
COc1cc(S(=O)(=O)Nc2cccnc2)ccc1F | -5% | 0% | -10%
Cc1ccc(C(c2ccccc2)c2c(C)[nH]c3ccccc23)s1 (stereo not given) | 33% | / | 15%
CC(=O)N1CCc2cc(S(=O)(=O)NCC(=O)NCc3ccccc3Cl)ccc21 | 5% | 1% | -16%
COc1ccccc1-c1ccc2ncnc(N(C)C)c2c1 | / | -3% | -1%
CCOC(=O)C1=C(COC(=O)CCc2ccccc2)NC(=O)NC1C (stereo not given) | 2% | / | 4%
COc1ccc(N(CC(=O)NC2CCCCC2)C(=O)CCC(=O)Nc2nc(C)cs2)cc1OC | 2% | -13% | -5%
Cc1ccc(Nc2c(-c3ccc(C)o3)nc3ncccn23)cc1 | -1% | -22% | -5%
CCOc1nc(N2CCCCC2)nc(-n2cc(-c3ccccc3)nn2)n1 | -3% | 24% | -18%
Cc1ccc(NC(=O)C(NCc2ccccn2)c2ccccc2)cc1 (stereo not given) | -1% | 2% | -11%
CC1(C)CC2(CC(C)(C)N1)OC(=O)N1CCc3ccccc3C12C (stereo not given) | 2% | -6% | 1%
O=C(c1ccc2ccccc2n1)N(CCO)Cc1ccccc1 | 8% | -8% | -23%
CC(NC(=O)COC(=O)C1CCN(c2ccc(C(F)(F)F)cn2)CC1)c1ccc(Br)cc1 (stereo not given) | -8% | -1% | -27%
O=C(/C=C\Nc1ccc2c(c1)OCO2)c1ccccn1 | ? | 16% | -12%
O=C(O)C1Cc2ccccc2CN1C(=O)COc1ccc(Cl)cc1Cl (stereo not given) | -1% | 7% | -7%
O=C(COC(=O)CNC(=O)c1cccc(Br)c1)Nc1nnc(-c2ccccc2)o1 | -8% | / | -1%
CCCn1c(SCC(=O)N2CCCC(C)C2)nnc1-c1cccnc1 (stereo not given) | 3% | 1% | ?
CC(C)(CC(=O)O)Cc1nc(-c2ccc(Cl)cc2)no1 | -5% | 11% | 2%
COC(=O)C1C(=O)NC(SC)=C(C#N)C1c1ccccc1 (stereo not given) | 6% | 1% | -2%

Some of the compounds tested; the hit share may differ from the screen's.
